# HTR2A ag: mouse HTR2A agonism via beta-arrestin recruitment; P35363; CHO-K1 mHTR2A beta-arrestin complementation, luminescence; percent of 30 µM serotonin response; activation, % at 7.6 µM; 0.66% of 360,000 active;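 active means activation above a run cutoff, the mean activation of all tested compounds plus 3 SD, cut at about 14% in these data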;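 further: 0% = plate median of compound wells and 100% = 30 µM serotonin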
# Target sequence (P35363 whole entry, looked up): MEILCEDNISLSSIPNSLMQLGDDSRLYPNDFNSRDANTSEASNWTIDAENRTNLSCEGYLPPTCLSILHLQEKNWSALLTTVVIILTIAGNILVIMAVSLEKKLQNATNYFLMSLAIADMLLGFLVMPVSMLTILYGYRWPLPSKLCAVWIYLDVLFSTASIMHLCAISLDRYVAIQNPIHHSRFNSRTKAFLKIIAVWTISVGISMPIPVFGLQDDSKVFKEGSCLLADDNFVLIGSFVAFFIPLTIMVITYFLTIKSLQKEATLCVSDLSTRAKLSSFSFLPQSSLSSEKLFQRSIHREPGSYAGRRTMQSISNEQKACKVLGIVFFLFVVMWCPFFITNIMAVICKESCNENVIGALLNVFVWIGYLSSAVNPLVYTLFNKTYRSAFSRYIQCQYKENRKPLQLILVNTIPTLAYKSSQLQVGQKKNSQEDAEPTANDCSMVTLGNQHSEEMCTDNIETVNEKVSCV
# Cardio protect: protects H9c2 cardiomyocytes from peroxide injury; H2O2 injury protection, ATPLite, 2 h; AID 588492; protection from H2O2 cell death, % at 20 µM; 0.63% of 360,000 active;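 active means compounds giving at least 50% protection of heart cells from peroxide-induced death in the single-dose screen, raw or plate-pattern-corrected value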;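 further: 0% = DMSO wells with peroxide and 100% = DMSO wells without peroxide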
# MC4R antagonist: blocks human MC4R cAMP signaling; P32245; 0.48% of 360,000 active; AID 540295; MC4R-expressing cells, MTII-stimulated cAMP, LANCE TR-FRET; inhibition, % at 6.5 µM;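 active means inhibition above its plate's cutoff, the mean of tested wells on that plate plus 3 SD, cut at about 29% in these data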;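 further: 0% = Melanotan II alone and 100% = Melanotan II plus saturating MCL0020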
# Target sequence (P32245 whole entry, looked up): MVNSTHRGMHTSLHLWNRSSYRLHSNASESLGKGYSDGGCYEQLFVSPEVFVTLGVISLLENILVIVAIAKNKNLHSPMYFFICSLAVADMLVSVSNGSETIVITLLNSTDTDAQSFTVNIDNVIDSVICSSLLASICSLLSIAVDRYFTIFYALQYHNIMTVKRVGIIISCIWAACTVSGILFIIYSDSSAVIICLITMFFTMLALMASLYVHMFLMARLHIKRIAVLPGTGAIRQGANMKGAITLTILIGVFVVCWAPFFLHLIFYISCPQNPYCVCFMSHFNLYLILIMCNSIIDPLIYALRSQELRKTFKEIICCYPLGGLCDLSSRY
#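 system = U2OS cells with stable human MC4R expression | also added = Melanotan II challenge after compound preincubation | dosing = one concentration, 6.5 µM nominal | incubation = compound 30 min, challenge 1 h, detection 1 h | measured by = TR-FRET with Eu-cAMP and labeled anti-cAMP, 671 nm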
# N-glyco inh: N-linked glycosylation inhibition; D54 ERlucT glycosylation luciferase reporter, 24 h; percent of 100 nM tunicamycin response; reporter increase, % at 12.5 µM; 0.23% of 360,000 active; AID 588692;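 active means mean luciferase reporter signal, scaled so untreated is 0 and the glycosylation-blocking control 100, at or above a set limit in every replicate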;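 further: luciferase carries N-glycosylation sites so blocking glycosylation raises the light; 0% = median of neutral control wells and 100% = median of 100 nM tunicamycin wells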
# aDG glyco up: alpha-DG glycosylation activation; Pro5-aDG cells, alpha-DG glycosylation AlphaScreen (IIH6); 0% Pro5, 100% B10-LARGE cell signal; activation, % at 10 µM; 0.22% of 360,000 active;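 active means activation of at least 8% versus controls, or a plate z-score of at least 8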;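 further: Pro5 are CHO cells carrying HIG-tagged alpha-DG that lacks glycosylation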
# Exocytosis inh: blocks lytic granule exocytosis. AID 651702. TALL-104 LAMP-1 surface exposure, flow cytometry; cells stimulated with thapsigargin and PMA. 0.66% of 360,000 active. inhibition, % at 10 µM;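 active means inhibition above about 55%, limit read from the data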
# ABCB6 inh 2: blocks the human ABCB6 transporter. AID 602162. 0.19% of 360,000 active. fluorescence ratio to DMSO, % at 10 µM. K562-ABCB6 porphyrin accumulation, flow cytometry, 1 h; hits give low values. Q9NP58;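 active means fluorescence ratio to DMSO below 75%, the collection mean minus 3 SD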;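 further: signal is porphyrin accumulated inside mitochondria; 100% equals median channel fluorescence of DMSO control wells; lower ratio means ABCB6 inhibition with less porphyrin fluorescence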
# ABHD5-PLIN5 inh: ABHD5-PLIN5 protein interaction inhibition; inhibition, % at 4 µM; 0.78% of 360,000 active; Split G. princeps luciferase complementation, luminescence, 4 h;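 active means inhibition above the mean inhibition across every tested compound plus 3 SD, cut at about 22% in these data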;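 further: 0% = DMSO only wells and the 100% control is not disclosed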
# MC4R barr agon: agonists of human melanocortin 4 receptor (MC4R) beta-arrestin; P32245; U2OS MC4R beta-arrestin complementation, luminescence; percent of melanotan II response, DMSO zero; activation, % at 8.9 µM; 0.98% of 360,000 active;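 active means activation above a per-plate cutoff, the mean activation of sample wells on that plate plus 3 SD, cut at about 8% in these data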
# iPSC survival up: increases survival of single human iPS cells | 0.044% of 360,000 active | hiPSC single-cell survival, ATPlite luminescence; 100% = ROCK inhibitor wells, 0% = DMSO | survival enhancement, % at 20 µM; in the data active means survival enhancement above about 18%;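 further: cells exposed to compounds for 16 hours before the ATP read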
# Numbers without * were called inactive; . = not tested or not shown.
SMILES,HTR2A ag,Cardio protect,MC4R antagonist,N-glyco inh,aDG glyco up,Exocytosis inh,ABCB6 inh 2,ABHD5-PLIN5 inh,MC4R barr agon,iPSC survival up
O=C(c1cnc2n(c1=O)CCS2)N1CCCc2ccccc21,0,4,-3,0,-0.1,-1,91,0,-2.6,0.0
O=C(CC(NC(=O)c1ccccc1)c1ccccc1)NCc1ccccc1 (stereo not drawn),-2,9,2,3,0.2,1,98,0,-1.5,-1.0
O=C(O)Cn1ncc2ccccc2c1=O,4,9,2,2,0.0,0,95,3,-3.0,0.9
CCCCC(CCC(=O)O)(C(=O)OCC)c1csc(N)n1 (stereo not drawn),4,-2,-4,2,-0.3,0,101,-4,0.2,-1.8
CC(C)(C)S(=O)N1Cc2cc(=O)n(Cc3ccccc3)c(CCO)c2[C@@H]1CCO (stereo partly drawn),-1,5,9,1,-0.1,-4,103,8,-1.7,-1.5
Cc1cc(C(=O)N/N=C/c2ccc(-c3cccc(Cl)c3Cl)o2)n[nH]1,-4,-4,-2,6,0.0,3,96,-7,-0.3,-0.1
COc1ccccc1NC(=O)COC(=O)C1C2CC3OC(=O)C1C3C2 (stereo not drawn),-7,-3,5,2,-0.1,-5,101,4,2.5,0.1
Cc1ccc(S(N)(=O)=O)cc1NC(=O)/C=C/c1ccc2c(c1)OCO2,6,-8,6,1,0.1,-7,94,1,-0.6,-2.1
COc1ccccc1N1CCN(C(=O)CN2C(=O)c3ccccc3C2=O)CC1,-2,8,12,0,-0.3,-1,98,-5,-1.2,0.0
Cc1cc(-n2c(=O)c(C#N)cc3c(=O)n4cccc(C)c4nc32)no1,5,7,-1,1,0.1,-1,102,0,-1.9,0.9
COc1cc(CNCCN2CCOCC2)ccc1OCC(=O)NC(C)(C)C,5,0,-2,-1,-0.3,2,107,6,-1.7,-0.2
CCc1nc2ccc(C(=O)NCc3ccccc3OC)cn2c1N(C)Cc1ccc(N(C)C)cc1,-8,5,0,-3,0.0,14,92,4,-1.3,3.5
CCC(=O)Nc1cccc(-c2cnc3ccccc3n2)c1,3,2,8,2,0.0,-5,93,2,0.1,-0.3
O=C(Oc1ccc(Cl)c2cccnc12)c1cccnc1,2,39,-7,9,0.1,3,100,3,-2.3,-0.4
Cc1ccc(-n2nnnc2SCC(=O)N2CC(=O)Nc3ccccc32)cc1,-1,-8,3,0,-0.2,-2,115,7,-1.3,3.1
COc1cc(OC)cc(C(=O)NNC(=O)CCNC(=O)c2ccc(Br)cc2)c1,3,-3,7,0,-0.3,-6,101,6,-1.0,-1.8
COc1cc(/C=C(/C#N)c2nc3ccccc3[nH]2)ccc1Oc1ncccc1[N+](=O)[O-],5,-3,8,-3,-0.3,4,100,1,14*,-1.6
O=C(NC1CCCCC1)N1CCC(c2nc3ccccc3[nH]2)CC1,-11,-1,5,1,-0.1,-2,111,2,0.2,-0.1
CC(C)Cc1nc(SCC(=O)NCc2ccccc2)n[nH]1,2,9,14,-1,-0.2,0,102,-6,-2.0,-3.4
O=C(O)CCC(=O)Nc1ccc(OCC2CCCO2)cc1 (stereo not drawn),12,1,1,1,0.1,-3,94,6,-0.1,0.0
O=C(NCc1ccco1)c1ccc(=O)oc1,-4,-1,-3,3,0.2,2,97,3,-0.6,-0.8
Cc1ccc(Cl)cc1N1CCN(C(=O)c2ccc3c(c2)CCN3S(C)(=O)=O)CC1,4,0,-8,3,0.0,17,85,1,0.8,-0.2
O=C(CN1C(=O)c2ccccc2C1=O)Nc1sc2c(c1C(=O)NCC1CCCO1)CCC2 (stereo not drawn),4,12,10,1,-0.2,0,101,3,-1.4,-1.2
O=C(Cc1ccc(Cl)c(Cl)c1)OCC(=O)c1ccc[nH]1,0,-9,-5,0,0.3,1,102,-1,7.4,-6.1
CCCCN1C(=O)C2ON(c3ccccc3C)C(c3ccco3)C2C1=O (stereo not drawn),-3,1,11,-3,0.3,6,101,-1,1.3,0.2
# The list continues:
SMILES,HTR2A ag,Cardio protect,MC4R antagonist,N-glyco inh,aDG glyco up,Exocytosis inh,ABCB6 inh 2,ABHD5-PLIN5 inh,MC4R barr agon,iPSC survival up
CCCCC(CC)C(=O)Nc1cc(C(=O)NCCC)ccc1N1CCC2(CC1)CC(c1ccccc1)=NO2 (stereo not drawn),-12,8,13,-1,0.6,-7,96,0,-1.4,-0.5
O=C(Nc1cccnc1Cl)c1cc(-c2cccc(Cl)c2)on1,-9,-14,5,1,0.0,7,107,-5,-0.8,-0.4
Nc1nc(CSCCO)nc(Nc2ccc(F)cc2)n1,-6,9,0,2,-0.3,-1,95,-2,-1.6,-1.3
CC(O)CNc1nc2ccccc2n1-c1ncnc2sc3c(c12)CCC3 (stereo not drawn),18*,-22,-5,-2,1.5,44,96,3,0.7,-2.0
CN(C)C(=O)CCc1ccc2c3c([nH]c2c1)[C@]1(C)[C@@H](C(=O)N2CCCCC2)C[C@H](CC(=O)NCc2ccco2)C(=O)N1CC3,4,8,4,0,-0.1,0,98,-9,-3.4,-0.7
COc1ccc(NC(=O)C2=CC(c3cccs3)=NS(=O)(=O)N2C)cc1,-3,-3,1,-6,0.0,-2,105,-3,-1.5,0.8
O=C(O)c1ccc2c(c1)C(=O)N(C(Cc1ccc(O)cc1)C(=O)O)C2=O (stereo not drawn),0,-1,-5,4,0.1,1,100,2,-1.1,-3.4
CCOc1ccc2oc(=O)cc(C)c2c1,2,0,-7,1,0.1,0,97,-11,-1.2,-0.4
COC(=O)c1cccc(NC(=O)CSc2nnc(-c3ccco3)o2)c1,-6,7,1,3,0.0,-3,89,-6,-1.8,-0.1
COc1cc2cnc(-c3ccsc3)c(-c3ccc(F)cc3)c2cc1OC,0,-2,3,4,0.4,-3,96,-17,-0.2,0.3
CN(C)CCC=C1c2ccccc2C=Cc2ccccc21,-6,-2,13,-3,0.0,0,100,4,0.7,-4.7
CC(=O)c1ccc(NC(=O)C(C)OC(=O)CCN=C2NS(=O)(=O)c3ccccc32)cc1 (stereo not drawn),3,-1,-5,2,0.0,2,100,5,-1.9,-0.4
O=C(O)COc1ccccc1C1C2C(=O)N(c3ccccc3)C(=O)C2ON1c1ccccc1 (stereo not drawn),7,12,15,1,0.5,-1,94,1,1.3,2.9
COCCNC(=O)C1CCC(=O)N(c2ccc(OC)cc2)C1c1ccc(OC)c(OC)c1 (stereo not drawn),2,1,-2,-1,0.0,0,100,4,-0.9,0.7
CCCOc1cccc(C2C(C(=O)c3ccco3)=C(O)C(=O)N2c2nnc(C)s2)c1 (stereo not drawn),2,-2,10,2,-0.1,-14,99,-9,2.4,-0.7
O=C(Nc1ccc2c(c1)OCCO2)C(C1CC1)N1CCN(C/C=C/c2ccccc2)CC1 (stereo not drawn),-3,1,.,3,0.0,-1,90,0,.,-0.1
Cc1ccn(CCC(=O)O)n1,-3,-1,2,0,-0.3,-2,101,-5,-0.9,0.2
O=C(CC(C(=O)O)c1ccc(Cl)cc1Cl)c1ccc(Cl)cc1 (stereo not drawn),9,0,9,3,0.0,-6,108,9,-0.3,-0.5
CCC(=O)Nc1ccc(S(=O)(=O)Nc2ncccn2)cc1,-6,0,-2,0,-0.1,9,98,-12,-0.7,-1.2
CCC(c1nnnn1-c1ccc2c(c1)OCCO2)N1CCN(c2ccc(OC)cc2)CC1 (stereo not drawn),0,.,.,.,-0.1,2,97,11,.,-0.4
COc1cc(C)c(C(C)C)cc1S(=O)(=O)NC1CC(C)(C)NC(C)(C)C1,-4,0,-1,0,0.1,23,95,5,-1.9,-0.5
Cc1cc(C)c2cc(C#N)c(NCCNC(=O)c3ccccn3)nc2c1,-1,.,.,.,0.5,2,.,-9,.,.
COc1ccc(C(=O)OCC(=O)Nc2cc(C)on2)cc1S(=O)(=O)N1CCOCC1,5,7,2,3,-0.2,-4,99,-5,-1.4,-3.2
COc1ccc(CCNC(=O)C2CCN(S(=O)(=O)c3ccc(F)cc3)CC2)cc1,-2,5,8,-2,0.1,1,102,7,-0.1,0.0
CC(OC(=O)c1oc2ccccc2c1CSC1CCCCC1)C(=O)NC(N)=O (stereo not drawn),-1,-7,5,-11,-0.2,-1,88,-4,1.2,-0.8

# 2 of these compounds in another layout.
# Value order – HTR2A ag, Cardio protect, MC4R antagonist, N-glyco inh, aDG glyco up, Exocytosis inh, ABCB6 inh 2, ABHD5-PLIN5 inh, MC4R barr agon, iPSC survival up
> COc1cc(C)c(C(C)C)cc1S(=O)(=O)NC1CC(C)(C)NC(C)(C)C1
 : -4, 0, -1, 0, 0.1, 23, 95, 5, -1.9, -0.5
> COc1ccc(C(=O)OCC(=O)Nc2cc(C)on2)cc1S(=O)(=O)N1CCOCC1
 : 5, 7, 2, 3, -0.2, -4, 99, -5, -1.4, -3.2

# Following part:
SMILES,HTR2A ag,Cardio protect,MC4R antagonist,N-glyco inh,aDG glyco up,Exocytosis inh,ABCB6 inh 2,ABHD5-PLIN5 inh,MC4R barr agon,iPSC survival up
CCC(C)(C)NC(=O)C(c1cccn1C)N(Cc1ccccc1)C(=O)Cn1nnc2ccccc21 (stereo not drawn),-7,4,1,1,0.6,-4,107,8,-1.4,-2.3
COc1ccc(C(=O)NC(=S)N2CCN(c3ccccc3OC)CC2)cc1,-11,5,1,4,0.0,-4,99,-3,2.6,-0.4
COC(=O)CC1=C(C)C(=O)CC2C(C)(C)CCCC12C (stereo not drawn),4,-5,8,-1,-0.2,-1,90,5,-0.1,2.9
COc1ccc(CNC(=O)c2ccc3c(=O)n(CCCN4CCCC4=O)c(=S)[nH]c3c2)cc1,0,6,7,-2,0.3,-1,87,-4,-1.6,-0.6
O=C1NC(c2ccc(Br)cc2)Nc2sc3c(c21)CCC3 (stereo not drawn),-1,9,1,3,0.1,3,104,-14,4.1,-1.2
COCCCNC(=O)CC(NS(=O)(=O)c1ccc(Cl)cc1)c1ccc(OC)cc1 (stereo not drawn),-5,7,1,1,0.3,4,92,6,-1.9,-1.7
CCN(C[C@H]1N[C@@](Cc2ccccc2)(C(=O)OC)[C@H]2C(=O)N(Cc3ccccc3)C(=O)[C@@H]12)S(=O)(=O)c1ccc(F)cc1,-5,25,7,-5,-0.1,8,98,-3,0.1,-0.4
CC(C)(C)c1ccc(OCCC(=O)NNC(=O)c2ccncc2)cc1,-3,0,4,3,-0.2,-6,105,8,1.3,-0.4
N#C/C(=N\O)c1nc2ccccc2[nH]1,3,-1,-1,2,0.0,0,104,2,0.1,-0.2
O=C(Nc1nc2c(F)cccc2s1)C1CC1,1,-11,4,2,-0.2,0,86,5,0.4,-1.8
Cc1cc(NC(=O)CSc2nc3c(c(-c4cccnc4)c2C#N)CCC3)no1,-1,4,47*,-1,-0.4,-1,102,-4,2.5,-0.6
CCN(CCCNC(=O)c1[nH]c(C)c(C(C)=O)c1C)c1cccc(C)c1,-5,12,3,2,0.5,2,91,-2,-0.9,-0.4
